High-throughput results (PubChem BioAssay)
L3MBTL1 block: inhibitors of human L3MBTL1. AlphaScreen L3MBTL1–H3K9me1 peptide binding. Potency, µM (titrated, usually from 57.1 µM), for the others: at the highest dose activity, negative = inhibition, hits mostly inhibitors. 0.66% of 230,000 active. Q9Y468. AID 485360; further: nearly all actives have a fitted effect of over 60% in size
Target sequence (Q9Y468 whole entry, looked up): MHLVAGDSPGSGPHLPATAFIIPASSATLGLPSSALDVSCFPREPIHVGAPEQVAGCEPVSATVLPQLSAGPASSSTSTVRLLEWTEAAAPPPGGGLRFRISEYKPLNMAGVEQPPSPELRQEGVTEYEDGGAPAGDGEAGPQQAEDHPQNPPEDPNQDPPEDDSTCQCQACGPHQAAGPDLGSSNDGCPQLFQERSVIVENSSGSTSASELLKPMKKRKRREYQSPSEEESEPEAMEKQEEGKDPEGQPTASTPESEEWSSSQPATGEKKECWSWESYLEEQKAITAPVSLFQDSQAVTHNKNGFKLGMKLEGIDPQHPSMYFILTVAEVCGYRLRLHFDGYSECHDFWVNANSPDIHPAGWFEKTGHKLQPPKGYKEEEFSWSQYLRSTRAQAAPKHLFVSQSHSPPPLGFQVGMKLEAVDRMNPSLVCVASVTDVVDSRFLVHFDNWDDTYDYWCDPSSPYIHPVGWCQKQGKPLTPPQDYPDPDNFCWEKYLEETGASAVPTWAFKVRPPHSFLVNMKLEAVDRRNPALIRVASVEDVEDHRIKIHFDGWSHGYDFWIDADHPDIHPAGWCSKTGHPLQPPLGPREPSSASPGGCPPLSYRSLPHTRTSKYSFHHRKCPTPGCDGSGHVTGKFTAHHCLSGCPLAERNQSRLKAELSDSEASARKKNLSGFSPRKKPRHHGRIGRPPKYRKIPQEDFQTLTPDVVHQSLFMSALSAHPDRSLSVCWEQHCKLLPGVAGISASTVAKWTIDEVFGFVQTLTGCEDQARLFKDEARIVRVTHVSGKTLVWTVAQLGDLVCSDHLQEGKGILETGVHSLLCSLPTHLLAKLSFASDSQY
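L3MBTL1 50 nM + b-AHA-H3(1-15)K9me1 75 nM, 30 min RT; compound added, 30 min RT; streptavidin donor/Ni-chelate acceptor beads 10 ug/mL each final, 30 min RT dark; AlphaScreen read.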
RECQ1 helicase: inhibitors of human RECQ1 DNA helicase. P46063. RECQ1 DNA unwinding, red fluorescence kinetic read. Potency, µM (titrated, usually from 57.3 µM), for inactives: top-dose activity, negative = inhibition, usual class: inhibitors. 0.54% of 240,000 active;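 further: plate controls were vehicle for no effect and no enzyme for full effect; nearly all actives have a fitted effect of over 30% in size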
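50 nM RECQ1T1 preincubated 15 min with compound in Tris pH 8.0 buffer with MgCl2, DTT, Tween-20 and 2.5 ug/ml poly(dI-dC); started with 200 nM TAMRA/BHQ-2 forked duplex and 2 mM ATP. Unwinding read as fluorescence (525/598 nm), two reads 2 h apart.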
Tau FP inhib: blocks human tau fibril formation measured by polarization | K18 P301L tau heparin fibrillization, Alexa594 FP, 6 h | Potency, µM (titrated, usually from 57.7 µM), for inactives: top-dose activity, negative = inhibition, most hits filed as inhibitors | 0.39% of 280,000 active | AID 1468; further: nearly all actives have a fitted effect of over 55% in size
Target sequence (P10636 561-689 P618L limits assumed): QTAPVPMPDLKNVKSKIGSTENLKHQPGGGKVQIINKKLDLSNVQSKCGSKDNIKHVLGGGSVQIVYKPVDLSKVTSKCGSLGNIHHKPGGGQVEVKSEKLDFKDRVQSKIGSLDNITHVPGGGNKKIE
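FP of Alexa 594-tau after heparin (20 uM) induction. Substrate: human K18 P301L, 15 uM unlabeled, 0.24 uM labeled. Buffer 100 mM sodium acetate pH 7. 6 hr, 37 C.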
TRb-SRC2 inh: inhibitors of human thyroid hormone receptor beta-SRC2 interaction; TRbeta-SRC2 peptide binding, fluorescence polarization; receptor liganded with 1 µM T3; 0.065% of 280,000 active; Potency, µM (series often up to 106 µM), for inactives: top-dose activity change, negative = inhibition, most hits filed as inhibitors; P10828; AID 1469;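 further: plate controls were bound peptide for no effect and peptide without receptor for full effect; nearly all actives have a fitted effect of over 50% in size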
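A fluorescence polarization screen tested compounds at multiple concentrations against complex formation between 0.6 uM TRb ligand-binding domain and 20 nM Texas Red SRC2 peptide, with 1 uM T3 present; readout after 5 hr.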
Tau fibril ThT: tau fibrillization inhibition (ThT binding); P10636; recombinant tau K18 P301L (four-repeat tau fragment), heparin-induced fibrillization, ThT fluorescence; Potency, µM (top dose mostly 57.4 µM), without a hit: top-dose activity, negative = inhibition, usual class: inhibitors; 2.1% of 270,000 active; AID 1460; further: nearly all actives have a fitted effect of over 55% in size
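Aggregation was driven by heparin (20 uM final) acting on recombinant tau […] bearing P301L in 100 mM sodium acetate pH 7; fibrils were detected with Thioflavin T.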
KDM4E inh: inhibitors of human JMJD2E histone demethylase; B2RXH2; JMJD2E catalytic domain, FDH-coupled NADH fluorescence (FDH is formaldehyde dehydrogenase); Potency, µM (highest dose often 57.1 µM), for the others: top-dose activity change, negative = inhibition, usual class: inhibitors; 1.6% of 230,000 active; AID 2147; active means well fitted inhibition curve with a large enough effect, not every such curve was filed as active; inconclusive means small, poorly fitted or top-dose-only effect, or another doubt; inactive means no such curve, though single readings can be large or run the other way;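 further: 0% = wells with enzyme and -100% = buffer wells without enzyme; nearly all actives have a fitted effect of over 50% in size; many of its hits are not listed in these tables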
TexasRed fluor: alters Texas Red total fluorescence, flagging assay interference; TRb/SRC2 Texas Red total fluorescence interference; Potency, µM (doses to about 106 µM), inactives show at the highest dose fluorescence change, negative = quenching; 0.29% of 280,000 active; AID 1479; active means well fitted curve in either direction with a large enough effect; inconclusive means small, poorly fitted or top-dose-only effect
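Human TRβ ligand-binding domain (0.6 uM) and Texas Red SRC2 peptide (20 nM) in Tris buffer with 1 uM T3 and 5% DMSO were incubated with pinned compound for 5 hr at ambient temperature. Total fluorescence was computed as S + 2P (555/632 nm).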
RGS12 GoLoco inh: RGS12 GoLoco-Gai1 interaction inhibition | P63096 | Gai1:RGS12 GoLoco peptide FP, rhodamine, 10 min | Potency, µM (doses to about 61.6 µM), for the others: top-dose activity, negative = inhibition, usual class: inhibitors | 0.44% of 230,000 active | AID 880; active means well fitted inhibition curve with a large enough effect, not every such curve was filed as active; inactive means no such curve, though single readings can be large or run the other way; further: nearly all actives have a fitted effect of over 30% in size; many of its hits are not listed in these tables
The depositor's hits bear a star; i = inactive; ? = inconclusive; . = no result given; [ ] = dose if it differs, or a comment. Unless noted, the call rests on the fitted dose curve; in most records, active means well fitted curve in the direction sought with a large enough effect; inconclusive means small, poorly fitted or top-dose-only effect, or another doubt; inactive means no such curve, though single readings can be large; an effect the other way counts as inactive or inconclusive. Unless noted, on the % scale 0 is the no-effect control and ±100 the full control effect; potency means the concentration at half of the fitted maximal effect. Some of the compounds tested; rates above refer to the full screens.

SMILES	L3MBTL1 block	RECQ1 helicase	Tau FP inhib	TRb-SRC2 inh	Tau fibril ThT	KDM4E inh	TexasRed fluor	RGS12 GoLoco inh
CC(Oc1ccccc1)C(=O)Nc1cccc(-c2nc3ccccc3[nH]2)c1 (stereo unspecified)	-1%	-2%	-1%	-3%	-10%	1%	-5%	.
COc1ccc(C2C3=C(CC(C)(C)CC3=O)N(CCN3CCOCC3)C3=C2C(=O)CC(C)(C)C3)cc1	13%	-7%	1%	1%	-6%	?	2%	2%
CCN(CC)CCN1C(=O)C(O)=C(C(C)=O)C1c1ccccc1[N+](=O)[O-] (stereo unspecified)	.	29%	-9%	-2%	?	?	3%	-9%
O=C(NC1CS(=O)(=O)CC1NCc1ccccc1)c1ccccc1 (stereo unspecified)	9%	-18%	0%	-1%	-4%	1%	2%	23%
CC(C)c1ccccc1NC(=S)NCc1ccncc1	.	-3%	-4%	8%	-6%	8%	-3%	-3%
CC(C)[C@H](NS(=O)(=O)c1ccccc1)C(=O)OCC(=O)Nc1ccc2c(c1)OCO2	-5%	-1%	-3%	-2%	-8%	0%	0%	-7%
CN(Cc1ccccc1)C(=O)c1cc2ccccc2o1	.	-8%	-4%	-1%	-13%	-2%	0%	1%
CCc1c(C)nc(SCC(=O)N2CCCCC2C)[nH]c1=O (stereo unspecified)	11%	i	1%	2%	-10%	1%	-3%	8%
Cc1c(CCC(=O)O)c(=O)oc2cc(O)ccc12	13%	-5%	-4%	-3%	-2%	?	-1%	-12%
Cc1c(C(=O)NN)nc2ccccn12	5%	-3%	-5%	3%	-5%	19%	-23%	0%
Cc1ccc(C2(O)C(=O)c3ccccc3C2=O)c(O)c1C	5%	?	12%	1%	2%	-14%	-2%	-2%
Cc1ccc(C)c(SCC(=O)NC(=O)NCc2ccccc2)c1	8%	6%	6%	3%	-9%	-8%	-8%	6%

Just L3MBTL1 block and TexasRed fluor (3 entries from above):
molecule | L3MBTL1 block | TexasRed fluor
CCc1c(C)nc(SCC(=O)N2CCCCC2C)[nH]c1=O (stereo unspecified) | 11% | -3%
O=C(NC1CS(=O)(=O)CC1NCc1ccccc1)c1ccccc1 (stereo unspecified) | 9% | 2%
CN(Cc1ccccc1)C(=O)c1cc2ccccc2o1 | . | 0%

Looked up above:
Cc1ccc(C)c(SCC(=O)NC(=O)NCc2ccccc2)c1 in KDM4E inh reads -8%
CC(Oc1ccccc1)C(=O)Nc1cccc(-c2nc3ccccc3[nH]2)c1 (stereo unspecified) in Tau FP inhib reads -1%
COc1ccc(C2C3=C(CC(C)(C)CC3=O)N(CCN3CCOCC3)C3=C2C(=O)CC(C)(C)C3)cc1 in RGS12 GoLoco inh reads 2%

Further entries:
SMILES	L3MBTL1 block	RECQ1 helicase	Tau FP inhib	TRb-SRC2 inh	Tau fibril ThT	KDM4E inh	TexasRed fluor	RGS12 GoLoco inh
COCCNC(=O)C(C)OC(=O)C1=Cc2ccccc2OC1 (stereo unspecified)	9%	-14%	2%	2%	-5%	?	-4%	-7%
c1cnc(SCCCOc2ccc3ccccc3c2)nc1	.	-15%	1%	-2%	?	0%	-5%	8%
O=C(NCCCN1CCN(c2ccccc2)CC1)c1ccc2nc(CCc3ccccc3)oc2c1	.	.	3%	0%	?	.	1%	.
Cc1nc(NCCCn2ccnc2)c2oc3ccccc3c2n1	-11%	9%	4%	0%	-15%	7%	-5%	-9%
CC(=O)c1ccc(S(=O)(=O)N2CCn3cccc3C2c2ccc(F)c(F)c2)cc1 (stereo unspecified)	.	.	?	-3%	-2%	.	-2%	.
COc1ccccc1N1CCN(C(=O)Cn2ncc3c(=O)oc4ccc(C)cc4c32)CC1	.	.	-3%	1%	-10%	.	-1%	.
O=C(NCCN1CCN(S(=O)(=O)c2ccc([N+](=O)[O-])cc2)CC1)C(=O)Nc1ccccc1	0%	-4%	5%	-4%	5%	6%	-3%	9%
O=C(CC1Nc2ccccc2NC1=O)NC1CCCCC1 (stereo unspecified)	3%	-4%	3%	2%	5%	?	-4%	2%
Cc1cc(NC(=O)Nc2ccc(F)c(Cl)c2)no1	35%[activator]	-3%	-4%	8%	-8%	-5%	2%	14%
Cc1ccc(N2Cc3ccccc3OC(C)C2=O)cc1 (stereo unspecified)	.	-2%	6%	4%	-10%	14%	-3%	0%
Oc1ccc(-c2n[nH]c(=S)n2-c2ccc3c(c2)OCCO3)cc1	-7%	-10%	0%	5%	-7%	?	-7%	4%
COc1ccccc1-n1nnnc1SCc1ccccc1	25%	-6%	-7%	1%	-10%	7%	0%	11%
CNC(=O)c1ccc(-c2nc(-c3ccccc3)cs2)cc1	7%	-12%	-3%	-5%	?	-25%	-1%	0%
COc1ccc(-c2onc(C)c2C)cc1S(=O)(=O)NCCc1ccccc1	.	.	2%	-7%	-3%	.	-1%	.
O=C(Nc1nc(-c2ccccn2)cs1)c1ccccc1-n1cnnn1	20µM*	i	-15%	4%	?	?	1%	-2%
Cc1c(NS(=O)(=O)c2cc(NC(=O)CCN3CCCC(C)C3)ccc2Cl)c(=O)n(-c2ccccc2)n1C (stereo unspecified)	-22%	-18%	-5%	-3%	-5%	4%	0%	-1%
C(=N\Nc1ncnc2sc3c(c12)CCC3)/c1ccncc1	-4%	-10%	-7%	0%	?	?	-5%	13%
Cc1ccc(-c2noc(CN3CCN(c4ccccc4F)CC3)n2)cc1	10%	-9%	-13%	5%	?	6%	1%	8%
COCCn1c(C)cc(/C=C2\NC(=S)N(C)C2=O)c1C	-11%	i	1%	-5%	?	-29%	-6%	-4%
CCOC(=O)N1CCN(S(=O)(=O)c2ccc(C(=O)NNc3nc4ccc(Cl)cc4s3)cc2)CC1	-5%	-2%	1%	12%	?	?	-10%	4%
CCCCNC(=S)N(C)/N=C/c1c(C)[nH]c2ccccc12	-5%	i	9%	-3%	?	?	-1%	-3%
CC(=O)NC1CCN(CC(=O)Nc2cccc([N+](=O)[O-])c2)CC1	8%	i	-9%	-1%	-3%	15%	-1%	-11%
CCN(CC)S(=O)(=O)c1ccc(NC(=O)[C@@H](NC(=O)c2cc(OC)cc(OC)c2)C(C)C)cc1	.	-11%	2%	1%	-1%	-21%	-3%	2%
CCC(C)(C)NC(=O)c1ccc2c(c1)OCCO2	1%	-4%	9%	11%	-4%	-2%	-3%	5%
Cc1cccc(C)c1OCCn1nc(C(=O)O)c2ccccc2c1=O	.	i	6%	-4%	?	-8%	0%	7%
COc1ccc(OC)c(NC(=O)COC(=O)c2c3c(nc4ccccc24)CCCC3)c1	.	i	10%	-15%	-14%	-3%	-5%	3%
O=c1/c(=C/c2ccc(O)c([N+](=O)[O-])c2)sc2nc3ccccc3n12	-9%	0%	2%	-3%	2µM*	7%	-2%	1%
Cc1cccc(OCC(=O)Nc2ccc(C(=O)NCc3cccnc3)cc2)c1	3%	i	5%	-3%	4%	2%	-6%	8%
COc1ccc(S(=O)(=O)n2ccc(C(C)Oc3ccc(-c4ccccc4)c(F)c3)n2)cc1 (stereo unspecified)	28%	0%	?	1%	-17%	1%	-1%	-2%
O=C(c1ccc2c(c1)OCCO2)C1CCN(C(=O)c2ccc(F)cc2)CC1	10%	0%	1%	7%	-13%	-7%	-1%	1%
O=C(NCCSCc1ccco1)Nc1cc(Cl)cc(Cl)c1	1%	-8%	?	8%	0%	-1%	-5%	5%
Cc1c(NC(=S)Nc2ccccc2C(F)(F)F)cccc1[N+](=O)[O-]	12%	0%	5%	-6%	-4%	7%	0%	.
CC(NS(=O)(=O)c1ccc([N+](=O)[O-])cc1)C(c1cccs1)N1CCOCC1 (stereo unspecified)	.	-5%	-2%	6%	-1%	-7%	-2%	6%
O=C(/C=C/c1ccc(O)c(O)c1)c1ccccc1O	-4%	-12%	?	5%	13µM*	25µM*	-5%	45%[activator]
COc1ccc(NC(=O)c2cccc(S(=O)(=O)N3CCOCC3)c2)cn1	.	i	9%	2%	-2%	-4%	3%	-13%
CCC1(CC)Cc2ccccc2C(=C(C#N)C#N)N1	2%	0%	1%	3%	-18%	-3%	2%	-4%
Clc1ccc2c(NCc3ccco3)ncnc2c1	.	i	-12%	-10%	-5%	1%	2%	-24%
Cc1nn(CCO)c2c1C(=O)CCC2	2%	1%	4%	5%	10%	-1%	0%	14%
CCn1c(=N)c(S(=O)(=O)c2ccccc2)cc2c(=O)n3ccccc3nc21	7%	i	3%	-1%	2%	?	-1%	-1%
CCCCn1c(=NC(=O)c2c(-c3c(F)cccc3Cl)noc2C)c(C(=O)OCC)cc2c(=O)n3ccccc3nc21	.	.	?	-10%	-4%	.	-2%	.
O=C(c1cc(=O)[nH]c2ccccc12)N1CCN(c2ccc([N+](=O)[O-])cc2)CC1	-22%	-1%	4%	4%	-6%	-12%	0%	-14%
Cc1ccc(Cl)cc1N1CCN(Cc2nc3ccsc3c(=O)[nH]2)CC1	.	-4%	10%	-2%	-13%	-3%	0%	13%
CCc1ccccc1NC(=O)CSc1nnc(CC)c(CC)n1	.	.	1%	3%	4%	.	-1%	.
Fc1ccc(-c2csc(N3CCSCC3)n2)cc1	50%[activator]	-2%	-3%	1%	-10%	-1%	-2%	7%
Cc1n[nH]c(=O)nc1N/N=C/c1ccc(O)c([N+](=O)[O-])c1	15%	-5%	9%	6%	?	-11%	-22%	4%
Cc1cccc(NC(=O)c2ccccc2[N+](=O)[O-])n1	7%	-16%	-9%	6%	0%	2%	-1%	7%
Cc1ccc(CN(C(=O)c2ccccc2[N+](=O)[O-])c2ccccn2)cc1	.	.	2%	0%	7%	.	7%	.
Cc1ccc(-c2ccc(OCC(=O)N3CCOCC3)cc2)cc1	.	11%	-1%	7%	3%	6%	-6%	-12%
CC(CN1CCN(c2ccccc2)CC1)c1ccccc1 (stereo unspecified)	40%[activator]	-10%	4%	-5%	-12%	?	-5%	.
O=C(NCc1ccccc1)N1CCC(c2nc3ccccc3[nH]2)CC1	0%	-4%	8%	-6%	-1%	7%	1%	.
COc1cc2c(cc1NC(=O)COC(=O)CNS(=O)(=O)c1ccc(C)cc1)oc1ccccc12	2%	i	-14%	-1%	-18%	-4%	-2%	-20%
